MrgX1 agonist: human MrgX1 receptor agonism, primary screen | 310,000 tested, 0.44% active | MrgX1-HEK293 cells, Fluo-4 calcium fluorescence, agonist mode; active compounds read high | B-score at 10 µM | Q96LB2;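 active means calcium response B-score plate-corrected fluorescence ratio at least 3 library SD, with starting fluorescence B-score inside 5 SD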
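System: HEK293 cells stably expressing human MrgX1 receptor; Dosing: test compound in the initial addition of three; Schedule: overnight plating, then 30 min 37 °C plus 30 min room-temperature dye loading; Detection: kinetic calcium dye fluorescence, Fluo-4 NW; Controls: per-plate positive and negative controls for Z′ factor.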
TRPC4 act: opens the mouse TRPC4 cation channel; B-score at 10 µM; Q9QUQ5; 310,000 tested, 0.49% active; HEK293 TRPC4beta/mu-opioid, Fluo4 calcium fluorescence; active compounds read high; AID 2237;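 active means B-score above 5 SD of library B-scores, and initial fluorescence ratio not above library mean plus 5 SD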;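 further: positive B-score marks a calcium rise read as TRPC4 activation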
Target sequence (Q9QUQ5 whole entry, looked up): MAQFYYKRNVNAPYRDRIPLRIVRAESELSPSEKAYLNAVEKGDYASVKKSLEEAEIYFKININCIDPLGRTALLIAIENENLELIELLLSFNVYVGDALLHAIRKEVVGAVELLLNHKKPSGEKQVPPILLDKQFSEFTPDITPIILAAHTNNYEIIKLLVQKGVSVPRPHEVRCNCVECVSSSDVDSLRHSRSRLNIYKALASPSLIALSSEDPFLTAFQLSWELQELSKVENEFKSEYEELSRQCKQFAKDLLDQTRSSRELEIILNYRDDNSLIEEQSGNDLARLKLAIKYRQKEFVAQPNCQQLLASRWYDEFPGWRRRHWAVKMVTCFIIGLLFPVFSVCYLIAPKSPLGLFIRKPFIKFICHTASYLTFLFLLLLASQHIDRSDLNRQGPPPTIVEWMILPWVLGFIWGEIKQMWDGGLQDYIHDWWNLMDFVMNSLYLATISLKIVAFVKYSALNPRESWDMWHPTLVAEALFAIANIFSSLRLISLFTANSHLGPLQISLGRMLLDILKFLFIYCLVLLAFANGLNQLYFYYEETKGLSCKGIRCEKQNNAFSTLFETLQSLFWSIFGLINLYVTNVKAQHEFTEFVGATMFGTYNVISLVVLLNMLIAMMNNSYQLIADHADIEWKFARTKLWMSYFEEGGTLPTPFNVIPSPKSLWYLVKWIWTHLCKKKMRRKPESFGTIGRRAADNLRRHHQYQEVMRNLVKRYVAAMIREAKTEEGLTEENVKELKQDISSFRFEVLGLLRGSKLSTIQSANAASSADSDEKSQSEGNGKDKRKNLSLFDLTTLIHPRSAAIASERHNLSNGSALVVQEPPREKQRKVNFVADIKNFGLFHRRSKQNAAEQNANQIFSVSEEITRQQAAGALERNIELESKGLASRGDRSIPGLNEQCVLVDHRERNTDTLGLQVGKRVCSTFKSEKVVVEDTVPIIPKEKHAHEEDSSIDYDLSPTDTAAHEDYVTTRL
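system = HEK293 cells stably co-expressing mouse TRPC4beta and mu-opioid receptor | schedule = Fluo4 dye loading 45 min at room temperature, 110 s recording | measure = B-scored integrated calcium fluorescence ratio | signal = Fluo4 calcium-sensitive dye fluorescence, kinetic, 1 Hz baseline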
TRPC6 inh: inhibitors of mouse TRPC6 channel; 310,000 tested, 1.1% active; AID 2553; HEK293-TRPC6, membrane potential dye, ACh-evoked depolarization; active compounds read low; Q61143; B-score at 10 µM;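 active means B-score under library mean minus 3 SD, initial fluorescence not abnormally high, positive integrated signal ratio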;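 further: B-score derived from integrated fluorescence ratio over the kinetic read; more negative B-score means stronger inhibition of depolarization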
HIF act: HIF pathway transcriptional activation; U2OS HRE-luciferase reporter, luminescence; normalized: DMSO 0%, desferrioxamine 100%; activation, % at 7.5 µM (by protocol); 300,000 tested, 0.32% active;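 active means mean activation of at least 10% of the iron chelator positive control signal, with at least half of replicates also reaching 10%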
TRPC4 PAM: TRPC4 (mouse) allosteric potentiation. HEK293 TRPC4beta/mu-opioid, DAMGO EC20, Fluo-4 Ca2+ flux; active compounds read high. B-score at 10 µM. 310,000 tested, 0.42% active;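 active means B-score of calcium response area above 5 SD of library B-scores, with initial fluorescence ratio within 5 SD of library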;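 further: B-score of integrated fluorescence ratio over time as area under calcium response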
AI-2 QS modul: modulators of Vibrio harveyi AI-2 quorum sensing system; Vibrio harveyi JMH597 AI-2 luminescence/OD600 ratio, 9 h; active compounds read low; strain lacks LuxN and CqsS sensors; 0 = neutral-control median; 300,000 tested, 0.4% active; activity change, % at 7.5 µM; in the data active means activity change below about -75%, passing the limit was not always enough;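 further: luminescence divided by OD600 gain over 9 h not by final OD600 alone; inactives centre near 13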
TRPC6 activator: mouse TRPC6 channel activation; Q61143; HEK293-TRPC6 membrane potential dye fluorescence; active compounds read high; B-score at 10 µM; 310,000 tested, 0.13% active;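 active means B-score of the integrated fluorescence ratio above library mean plus 3 SD, and starting fluorescence ratio within library mean plus 5 SD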;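 further: higher score means more depolarization so channel activation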
MrgX1 PAM: human MrgX1 positive allosteric modulation, primary screen; Q96LB2; MrgX1-HEK293, Fluo-4 calcium flux, FDSS; active compounds read high; B-score at 10 µM; 310,000 tested, 0.63% active; AID 588675;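 active means plate-corrected calcium response at least 3 library SD above typical, normal starting fluorescence, not activating the receptor alone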;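 further: compound read alongside a low EC10 to EC30 dose of BAM8-22 agonist; peak minus trough fluorescence over baseline measured at the second addition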
MrgX1 antagonist: antagonists of human MrgX1 receptor; Q96LB2; MRGX1-HEK293 calcium flux, Fluo-4, BAM8-22 antagonism; active compounds read low; B-score at 10 µM; 310,000 tested, 1.3% active; AID 588676;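 active means calcium-response B-score plate-corrected more than 3 library SD below zero, starting fluorescence within 5 deviations, no agonist response on first addition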;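 further: peak minus trough fluorescence over baseline after final BAM8-22 challenge near maximal dose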
TRPC4 block: blocks the mouse TRPC4 cation channel; Q9QUQ5; B-score at 10 µM; HEK293 TRPC4beta/mu-opioid, DAMGO-evoked Fluo4 calcium flux; active compounds read low; AID 2247; 300,000 tested, 0.39% active;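 active means B-score over 3 SD under the library average, no early fluorescence shift, positive overall ratio signal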
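Assay system: HEK293 cells with stable TRPC4beta plus mu-opioid receptor expression; Probe or stimulus: DAMGO in two steps, submaximal then maximal; Dosing: single-point compound dosing; Measured by: Fluo4 calcium-dye fluorescence, kinetic read; Read-out basis: B score from integrated Fluo4 fluorescence ratio.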
PolyA inh: blocks polyadenylation in yeast reporter cells | S. cerevisiae SKY197-pL101 polyadenylation reporter, beta-gal luminescence; efflux-impaired pdr1/pdr3 knockout yeast; score 100 = 6 SD above DMSO | calls only at 12 µM | 300,000 tested, 0.02% active | AID 1875;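 active means lowest replicate activity score at least 50, where 100 means six control SD above control mean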;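 further: yeast exposed to compound for 9 h at 30 °C; higher score means more reporter readthrough which indicates perturbed polyadenylation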
Numbers without * were called inactive; i = inactive; x = not tested or not shown.

SMILES	MrgX1 agonist	TRPC4 act	TRPC6 inh	HIF act	TRPC4 PAM	AI-2 QS modul	TRPC6 activator	MrgX1 PAM	MrgX1 antagonist	TRPC4 block	PolyA inh
CCN(CC(=O)NC1CCS(=O)(=O)C1)S(=O)(=O)c1cc(Br)ccc1Br (stereo unspecified)	i	i	i	-0.3	i	9	i	i	i	i	i
CN(C)C(CNC(=O)c1ccc2ccccc2n1)c1ccccc1 (stereo unspecified)	i	100*	i	-1.1	i	15	i	i	i	i	i
COc1ccc(-c2nnc(SCC(=O)N3CCCCC3)o2)cc1	i	i	i	1.1	i	7	i	i	i	i	i
C[C@H](NC(=O)C1CCN(C(=O)[C@H](Cc2ccccc2)NC(=O)OC(C)(C)C)CC1)C(=O)O	i	i	i	0.6	i	-9	i	i	i	i	i
Cc1sc(NC(=O)CSc2nnc(C)c(=O)[nH]2)c(C#N)c1C	i	i	i	-0.1	i	10	i	i	i	i	i
CC#CCCCC(=O)Nc1cc(OC)nc(OC)n1	i	i	i	0.6	i	11	i	i	i	i	i
O=C(Nc1ccccc1)c1ccsc1	i	i	i	0.5	i	29	i	i	i	i	i
CSc1nc2ccc(NC(=O)CSc3nnc(N)s3)cc2s1	i	i	i	x	i	2	i	i	i	i	i
CCC(C)(C)n1nnnc1C(c1cc(OC)ccc1OC)N1CCN(Cc2ccccc2)CC1 (stereo unspecified)	i	i	i	-0.1	i	4	i	i	i	i	i
CC1=C/C(=C\c2ccc(Br)o2)C(=O)O1	i	i	i	0.0	i	7	i	i	i	i	i
CC12CCC(C(=O)NCc3ccccc3Cl)(OC1=O)C2(C)C (stereo unspecified)	i	i	i	-0.1	i	-2	i	i	i	i	i
CCC(=O)NC(Nc1ccccn1)(C(=O)OC)C(F)(F)F (stereo unspecified)	i	i	i	-0.1	i	4	i	i	i	i	i
Cc1sc2ncn(CC(=O)N(C)C3CCCCC3)c(=O)c2c1C	i	i	i	-0.5	i	24	i	i	i	i	i
CCOC(=O)CCC(NC(=O)CCCC(=O)NC(CCC(=O)OCC)C(=O)OCC)C(=O)OCC (stereo unspecified)	i	i	i	0.3	i	-1	i	i	i	i	i
Cc1ccsc1/C=C(\C#N)C(=O)Nc1c(C)n(C)n(-c2ccccc2)c1=O	i	i	i	-0.4	11*	-6	i	i	i	i	i
COC(=O)Cn1c2ccccc2c2nc3ccccc3nc21	i	i	i	-4.8	i	-16	i	i	i	i	i
Cc1csc(NC(=O)CSc2nc(=O)cc(N)n2-c2ccc(F)cc2)n1	i	i	i	-0.3	i	24	i	i	i	i	i
O=C(O)c1ccc(C(=O)C(=O)c2ccccc2)cc1	i	i	i	-0.6	i	6	i	i	i	i	i
CCC1(C)Cc2c(C#N)c(N)n(-c3ccccc3)c(=O)c2CO1 (stereo unspecified)	i	i	i	-0.5	i	33	i	i	i	i	i
CCN(CC)c1ccc(/C=C(\C#N)c2ccccn2)cc1	i	i	i	-0.4	i	18	i	i	-9.1*	i	i
O=C(Nc1ccc(F)c(Cl)c1)c1cncs1	i	i	i	0.8	i	10	i	i	i	i	i
O=C1CCN(C(=O)c2cccs2)c2ccccc21	i	i	i	-0.2	i	29	i	i	i	i	i
Clc1ccc(-c2csc(Nc3ccccc3)[n+]2Cc2ccco2)c(Cl)c1	x	i	i	3.1	i	13	i	x	x	i	i
CCOC(=O)c1ccc(NC(=O)CCc2ccc(C)o2)cc1	i	i	i	0.0	i	43	i	i	i	i	i
CN(C)C(=O)/C(=C\c1ccncc1)NC(=O)c1ccccc1	i	i	i	-0.1	i	12	i	i	i	i	i

Two successive records already listed:
SMILES	MrgX1 agonist	TRPC4 act	TRPC6 inh	HIF act	TRPC4 PAM	AI-2 QS modul	TRPC6 activator	MrgX1 PAM	MrgX1 antagonist	TRPC4 block	PolyA inh
CCOC(=O)c1ccc(NC(=O)CCc2ccc(C)o2)cc1	i	i	i	0.0	i	43	i	i	i	i	i
CN(C)C(=O)/C(=C\c1ccncc1)NC(=O)c1ccccc1	i	i	i	-0.1	i	12	i	i	i	i	i

Following part
SMILES	MrgX1 agonist	TRPC4 act	TRPC6 inh	HIF act	TRPC4 PAM	AI-2 QS modul	TRPC6 activator	MrgX1 PAM	MrgX1 antagonist	TRPC4 block	PolyA inh
O=C1/C(=C/c2cccs2)SC(=S)N1C1CCS(=O)(=O)C1 (stereo unspecified)	i	i	i	-12	i	-1	i	i	i	i	i
COc1ccc(S(=O)(=O)Nc2ccc(S(=O)(=O)N3CCOCC3)cc2)cc1C	i	i	i	-0.4	i	25	i	i	i	i	i
O=C(CNS(=O)(=O)c1cccc2nsnc12)NCc1ccc(Cl)cc1	i	i	i	-0.8	i	3	i	i	-7.3*	i	i
NS(=O)(=O)c1ccc(NC(=O)C2CCCN(S(=O)(=O)c3ccc(F)cc3)C2)cc1 (stereo unspecified)	i	i	i	x	i	26	i	i	i	i	i
CC(C)(C)c1ccc(C(=O)NNC(=O)c2ccncc2)cc1	i	i	i	1.4	i	33	i	i	i	i	i
Cc1ccccc1NC(=O)Cc1nc(COC(=O)COc2cccc(C)c2C)cs1	i	i	i	0.0	i	12	i	i	i	i	i
CCC(C)NCC(O)COCc1ccc(Cl)cc1 (stereo unspecified)	i	i	i	-0.2	i	22	i	i	i	i	i
COc1ccc(S(=O)(=O)N(C)c2ccc(C(=O)N3CCOCC3)cc2)cc1OC	i	i	i	-0.1	i	29	i	i	i	i	i
Cc1cc(C(=O)COc2ccc(C#N)cc2)c(C)n1-c1ccc2c(c1)OCO2	i	i	i	0.6	i	19	i	i	i	i	i
CCOc1ccc(C2N(c3cc(C)on3)C(=O)C3CCCN32)cc1OC (stereo unspecified)	i	i	i	-0.3	i	19	i	i	i	i	i
CN1CCN(C(=O)/C(=C/c2ccc(F)cc2)c2ccsc2)CC1	i	i	i	0.0	i	5	i	i	i	i	i
Brc1ccccc1/C=N/N1CCCCC1	i	i	i	-28	i	26	i	i	i	i	i
O=C(/C=C/c1ccc(F)cc1)NC(=S)NNC(=O)c1cnccn1	i	i	i	-0.5	i	-57	i	i	i	i	i
Cn1cnnc1SCC(=O)NC1CCCCCC1	i	i	i	-0.3	i	-5	i	i	i	i	i
O=C(NCCN1CCOCC1)Nc1ccc(F)cc1	i	i	i	-0.5	i	19	i	i	i	i	i
O=C(O)C1C(C(=O)Nc2ccc(Cl)cc2)C2C=CC1C21CC1 (stereo unspecified)	32*	i	i	0.8	i	14	i	i	i	i	i
CCOC(=O)c1c(C)c(C(=O)Nc2ccc(F)cc2)c(C)n1C	i	i	i	0.4	i	25	i	i	i	i	i
CS(=O)(=O)Nc1ccc(Br)cc1C(=O)c1ccccc1	i	i	i	-0.1	i	6	i	i	i	i	i
O=C(CSc1ncccc1C(=O)O)NCc1ccc(F)cc1	i	i	i	-0.5	i	21	i	i	i	i	i
COc1ccc(-c2nc(N)n(C(=O)c3ccccc3)n2)cc1	x	i	i	0.0	i	-9	i	x	x	i	i
CCOC(=O)c1c(NC(=O)COC(=O)Cn2cnc3ccccc32)sc(C)c1C	i	i	i	-1.9	i	20	i	i	i	i	i
S=C(Nc1ccc2nc(-c3ccccn3)c(-c3ccccn3)nc2c1)N1CCOCC1	i	i	i	-0.4	i	16	i	i	i	i	i
Cc1cc(S(=O)(=O)N2CCCOC2CNC(=O)C(=O)NCCc2ccco2)ccc1F (stereo unspecified)	i	i	i	0.0	i	10	i	i	i	i	i
CC(C)(C)c1ccc(/C=C2\SC(=O)N=C2N)cc1	i	i	i	1.2	i	13	i	i	i	i	i
CS(=O)(=O)N(CC(=O)NN=C1CCCCCC1)c1ccc(Oc2ccccc2)cc1	i	i	i	0.2	i	10	i	i	i	i	i
SMILES	MrgX1 agonist	TRPC4 act	TRPC6 inh	HIF act	TRPC4 PAM	AI-2 QS modul	TRPC6 activator	MrgX1 PAM	MrgX1 antagonist	TRPC4 block	PolyA inh
O=C1CCCC/C1=C/Nc1cccc(C(F)(F)F)c1	i	i	i	-0.4	i	9	i	i	i	i	i
Cc1ccc(NC(=O)CCC(=O)OCC(=O)c2ccc(Oc3ccc([N+](=O)[O-])cc3)cc2)cc1	i	i	i	-0.3	i	35	i	i	i	i	i
Cn1c(SCC(=O)N2CCCCCC2)nnc1-c1ccco1	i	i	i	0.2	i	29	i	i	i	i	i
O=C(N=C1SC2CS(=O)(=O)CC2N1CCc1ccccc1)C1CC1 (stereo unspecified)	i	i	i	-0.1	i	24	i	i	i	i	i
CCn1c(CC(=O)Nc2ccccc2)nnc1SCC(=O)Nc1ccccc1C(=O)OC	i	i	i	-0.5	i	21	i	i	i	i	i
CC(Sc1ccc(Cl)cc1)C(=O)Nc1ccc2c(c1)OCO2 (stereo unspecified)	i	i	i	1.8	i	19	i	i	i	i	i
COc1ccc(CCNC(=O)CCc2ccc(OC)cc2)cc1	i	i	i	-0.4	i	-5	i	i	i	i	i
CCOC(=O)N1CCN(Cc2nc3c(c(=O)n(C)c(=O)n3C)n2CCCc2ccccc2)CC1	i	i	i	-0.5	i	7	i	i	i	i	i
Cc1ccc(CN(c2ccc(C(=O)Nc3ccc4c(c3)OCO4)cc2)S(C)(=O)=O)cc1	i	i	i	-0.4	i	8	i	i	i	i	i
COC(=O)C1CCN(C(=O)Cc2ccc(Br)cc2)CC1	i	i	i	1.0	i	5	i	i	i	i	i
O=C(Nc1ccc2c(c1)OCO2)N1CCCC1	i	i	i	0.5	i	10	i	i	i	i	i
O=C(CCCCl)Nc1nc(-c2ccc3c(c2)OCCO3)cs1	i	i	i	1.9	i	11	i	i	i	i	i
Cc1cc(C)c2nc(NNC(=O)c3ccc(S(=O)(=O)N4CCCC(C)C4)cc3)sc2c1 (stereo unspecified)	i	i	i	26*	i	91	i	i	i	i	i
Cc1ccc(NC(=O)CSc2nnc(Cc3csc(C)n3)o2)c(C)c1	i	i	i	-0.4	i	22	i	i	i	i	i
COc1ccc(S(=O)(=O)N[C@@H](C)C(=O)OCC(=O)Nc2cc3oc4ccccc4c3cc2OC)cc1	i	i	i	2.7	i	28	i	i	i	i	i
NC1=NC(=O)/C(=C/c2cccc(F)c2)S1	i	i	i	1.1	i	21	i	i	i	i	i
CCCc1cc(C(=O)Nc2sc(C(C)=O)c(C)c2C(=O)OCC)no1	i	i	i	0.0	i	-4	i	i	i	i	i

Some of the compounds tested, so the mix of outcomes need not match the whole.
